Diaph act CS: counter-screen for diaphorase-based assays: diaphorase activators and chemical reducers | AID 1229 | Diaphorase/resazurin coupled assay, resorufin fluorescence, 16 min; active compounds read high; 1 = vehicle wells, 0 = NADH-free wells | activation factor at 20 µM | actives 0.005% (n = 190,000);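 active means diaphorase activity raised at least twofold by the compound at 20 µM; inactive means activation factor below 2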
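System – purified diaphorase enzyme from Clostridium kluyveri · Input – enzyme 0.07 U/mL final · Also added – final NADH 0.114 mM, resazurin 0.1 mM · Measured by – fluorescence of resorufin, 544 nm excitation, 590 nm emission · Timing – 16 min enzyme reaction, ambient temperature · Measure – resorufin increase flagging diaphorase activators or reducers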
PMI act: increases human mannose-6-phosphate isomerase activity. P34949. purified human PMI, coupled resazurin fluorescence, 20 min; active compounds read high; 1 = vehicle control, 0 substrate-free wells. activation factor at 20 µM. actives 0.005% (n = 190,000);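 active means activation factor of 2 or more at 20 µM, relative to plate controls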
Target sequence (P34949 whole entry, looked up): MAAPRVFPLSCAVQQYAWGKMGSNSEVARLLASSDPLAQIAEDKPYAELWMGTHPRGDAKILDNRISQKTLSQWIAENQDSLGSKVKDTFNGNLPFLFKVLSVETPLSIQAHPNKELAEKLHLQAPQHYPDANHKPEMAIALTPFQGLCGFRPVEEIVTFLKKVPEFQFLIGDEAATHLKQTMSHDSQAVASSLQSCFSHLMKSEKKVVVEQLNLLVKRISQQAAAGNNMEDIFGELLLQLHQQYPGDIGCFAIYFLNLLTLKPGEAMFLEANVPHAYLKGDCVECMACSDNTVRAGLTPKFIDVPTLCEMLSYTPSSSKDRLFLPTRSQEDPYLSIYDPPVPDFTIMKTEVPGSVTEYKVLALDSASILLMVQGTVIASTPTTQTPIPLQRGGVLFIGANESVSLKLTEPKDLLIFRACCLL
PMI act satM6P: increases human PMI activity with near-saturating mannose 6-phosphate | P34949 | activation factor at 20 µM | coupled PMI enzyme assay, resazurin fluorescence, 20 min; active compounds read high; 1 = untreated enzyme, 0 = substrate-free blank | actives 0.34% (n = 190,000);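 active means activation factor of 2 or more at 20 µM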
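Test system: Human PMI in coupled enzyme assay | Input: 15 ng/mL PMI | Medium: HEPES-buffered pH 7.4 with magnesium and detergent | Compound: One concentration, 20 µM, in 1% DMSO | Incubation: Enzyme reaction with compound 20 min at room temperature | Detection: Diaphorase-driven resazurin-to-resorufin fluorescence, excitation 544, emission 590 nm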
ROMK mod: modulators of human ROMK potassium channel | Tet-inducible ROMK, thallium flux fluorescence; actives lie on both sides | P48048 | B-score at 10 µM | actives 2% (n = 130,000);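 active means signal ratio slope over the read window, or its plate-corrected B-score, at least 3 SD from the plate mean, either direction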;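 further: B-score of the F/F0 ratio slope over 7 to 12 s after thallium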
G6PDH counter: inhibits Leuconostoc G6PDH, flagging false hits in G6PDH-based assays. Purified L. mesenteroides G6PDH, diaphorase/resazurin coupled fluorescence, 45 min. AID 1020. actives 0.12% (n = 200,000). inhibition, % at 5 µM; in the data active means inhibition above about 50%
PPARg SRC1 recr: PPARgamma-driven SRC-1 recruitment agonism; actives 0.41% (n = 200,000); P37231; PPARgamma-SRC-1 coactivator recruitment biochemical assay; activation, % at 8 µM; AID 631; in the data active means activation above about 19%;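 further: 0% = DMSO and 100% = reference agonist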
Target sequence (P37231 whole entry, looked up): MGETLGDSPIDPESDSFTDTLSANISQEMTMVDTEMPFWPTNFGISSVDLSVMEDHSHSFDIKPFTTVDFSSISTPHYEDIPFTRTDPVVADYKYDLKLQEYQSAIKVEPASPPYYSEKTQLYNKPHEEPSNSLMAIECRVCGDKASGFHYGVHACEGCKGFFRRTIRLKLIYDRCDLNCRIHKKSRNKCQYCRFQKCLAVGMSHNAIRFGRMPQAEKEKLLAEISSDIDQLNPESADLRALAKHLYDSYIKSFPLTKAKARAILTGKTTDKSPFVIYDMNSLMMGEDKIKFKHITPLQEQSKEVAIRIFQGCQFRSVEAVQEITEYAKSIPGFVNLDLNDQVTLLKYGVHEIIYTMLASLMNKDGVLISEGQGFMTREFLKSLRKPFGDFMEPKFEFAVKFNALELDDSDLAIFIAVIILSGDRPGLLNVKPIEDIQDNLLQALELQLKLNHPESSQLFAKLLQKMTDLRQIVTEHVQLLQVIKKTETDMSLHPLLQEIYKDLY
Diaph inh CS: counter-screen for diaphorase-based assays: diaphorase inhibitors and chemical oxidizers; diaphorase resazurin-to-resorufin fluorescence, NADH, 16 min; bacterial (C. kluyveri) enzyme, not human; actives 0.69% (n = 190,000); inhibition, % at 20 µM;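 active means primary screen inhibition at 20 µM above a set limit, cut at about 50% in these data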;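 further: plate controls were DMSO with full reaction for no effect and wells lacking NADH for full effect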
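Detection: fluorescence of resorufin formed from resazurin, Ex 544/Em 590 nm; test system: Clostridium kluyveri diaphorase enzyme; amount: 0.14 U/mL diaphorase, enzyme working solution; times: 16-min room-temperature incubation before reading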
PPARg SRC3 recr: agonists of human PPARgamma SRC-3 coactivator recruitment; activation, % at 8 µM; actives 0.26% (n = 200,000); biochemical PPARgamma/SRC-3 coactivator recruitment assay; P37231; AID 731; in the data active means activation above about 23%;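 further: 0% = DMSO and 100% = reference agonist; some compounds past the cut are filed as inactive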
S1P3 antagonist: S1P3 (human) receptor antagonism; CHO S1P3 NFAT-BLA reporter, FRET fluorescence, antagonist mode; inhibition, % at 4.98 µM; actives 0.27% (n = 170,000);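 active means inhibition above the plate cutoff, the mean inhibition of test wells on that plate plus 3 SD, cut at about 28% in these data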;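 further: cells challenged with S1P at its EC80 of 0.8 µM; blue over green emission ratio from cleaved BLA substrate after 4 h stimulation; 0% = S1P-stimulated wells and 100% = unstimulated DMSO-only wells; some compounds past the cut are filed as inactive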
PPARg SRC2 recr: promotes SRC-2 coactivator recruitment by human PPARgamma. P37231. PPARgamma LBD-SRC-2 recruitment, biochemical. activation, % at 8 µM. actives 0.34% (n = 200,000). AID 1032; in the data active means activation above about 22%;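 further: 0% = vehicle and 100% = reference agonist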
TR-FRET SRC-2 ct: flags TR-FRET format artefacts in PPARgamma SRC-2 recruitment agonist screen; TR-FRET artefact counter-screen; active compounds read high; TR-FRET ratio at 8 µM; actives 0.4% (n = 200,000); in the data active means TR-FRET ratio above about 2000; further: inactives centre near 1500
The depositor's hits bear a star; / = no result given.

SMILES | Diaph act CS | PMI act | PMI act satM6P | ROMK mod | G6PDH counter | PPARg SRC1 recr | Diaph inh CS | PPARg SRC3 recr | S1P3 antagonist | PPARg SRC2 recr | TR-FRET SRC-2 ct
CCOc1ccc(C2Sc3ccccc3NC3=C2C(=O)OC3)cc1 (stereo not given) | 0.7 | 0.8 | 0.8 | / | 10 | 3 | 31 | 13 | / | 2 | 1529
CCC(C)Nc1nc(Cl)nc(NCCOc2ccccc2)n1 (stereo not given) | 0.8 | 0.7 | 0.9 | -0.71 | 14 | 7 | 22 | 5 | -11 | 8 | 1768
COc1cccc(C(=O)Nc2nc(-c3ccncc3)cs2)c1 | 1 | 1 | 0.9 | -0.85 | 10 | 8 | -3 | 1 | -3 | 1 | 1577
CC(=O)Nc1ccc2nc(NC(=O)COc3ccc(C)cc3)sc2c1 | 1 | 1.1 | 1.1 | 0.071 | 3 | -3 | 5 | 3 | 2 | 1 | 1696
CN1C(=O)/C(=C/c2cccc(Cl)c2)Sc2ccc(C(=O)NCc3cccnc3)cc21 | 1 | 1 | 0.9 | 0.36 | 0 | -3 | 4 | 4 | -4 | -8 | 1416
COc1ccccc1NC(=O)CSc1nnc(-c2ccc(C)cc2)o1 | 0.9 | 1 | 1 | -0.16 | 3 | 4 | 6 | -11 | -70 | -1 | 1518
CC1=C(C(=O)N2CCOCC2)C(c2c(C)cc(C)cc2C)NC(=S)N1 (stereo not given) | 1 | 1 | 1 | 0.47 | 6 | 8 | 2 | -3 | -10 | -2 | 1592
COCCN(Cc1cc2cc(C)cc(C)c2nc1Cl)C(=O)Nc1ccccc1 | 0.9 | 0.8 | 0.8 | / | -23 | 10 | 14 | -4 | / | 12 | 1599
O=C(O)C1C(c2ccccc2)C(C(=O)Oc2ccccc2)C1c1ccccc1 (stereo not given) | 1 | 1 | 1 | -0.75 | 8 | 4 | 2 | -11 | / | 5 | 1480
COc1ccc(Cn2c(=O)[nH]c3cc(C(=O)N4CCN(c5ccccn5)CC4)ccc3c2=O)cc1 | 1 | 1 | 1 | -0.3 | 11 | 0 | -4 | 5 | -21 | 1 | 1679
Cc1cc(C)n(-c2nc3c(c(=O)n(C)c(=O)n3C)n2C)n1 | 1.1 | 1 | 1.1 | -0.047 | 0 | 4 | -8 | 0 | -15 | 3 | 1487
CCNC(=S)N1CCN(CC(=O)Nc2ccc(OC)cc2)CC1 | 1.1 | 1 | 1 | / | 8 | 4 | -10 | 2 | -10 | 1 | 1641
O=C(NCCc1ccccc1Cl)C1CCN(S(=O)(=O)c2cccs2)CC1 | 0.9 | 1 | 1 | -0.67 | 6 | -1 | 8 | 3 | / | 5 | 1594
Cn1c(=NC(=O)C2CC2)sc2cc(F)cc(F)c21 | 0.8 | 1 | 1 | / | 5 | 11 | 16 | -2 | -16 | 1 | 1587
CCCCOC(=O)Nc1nnc(/C=C/c2ccc(OC)cc2)s1 | 0.9 | 0.9 | 0.9 | 0.34 | 4 | 1 | 12 | 5 | 0 | -1 | 1495
CC(C)CCNC(=O)c1ccc(-c2ccccc2)cc1 | 1.1 | 1 | 1 | -0.097 | 9 | 3 | -7 | 6 | 2 | 3 | 1649
Cc1oc(-c2ccccc2F)nc1CS(=O)(=O)CC(=O)N1CCc2ccccc21 | 0.9 | 0.9 | 0.9 | / | -36 | 6 | 15 | 5 | 0 | -2 | 1544
COc1cccc(OC)c1C(=O)NC(=S)Nc1ccc(N2CCOCC2)c(Cl)c1 | 0.7 | 0.9 | 0.8 | -0.61 | 8 | 4 | 28 | -1 | -6 | -9 | 1374
CCC(=O)c1cc(F)c(N2CCN(C(=O)c3ccco3)CC2)cc1C | 0.9 | 0.8 | 0.9 | / | 9 | 5 | 10 | 6 | 22 | 1 | 1599
CCOC(=O)c1ccoc1CSCC(=O)N1CCN(S(=O)(=O)c2ccc(C)cc2)CC1 | 0.9 | 1.1 | 1 | / | 17 | 3 | 8 | 2 | 9 | 13 | 1840
CC1CN(C(=O)C2(C)CC2(Cl)Cl)CC(C)O1 (stereo not given) | 0.8 | 1 | 1.1 | 0.093 | -3 | 6 | 15 | 2 | -1 | 2 | 1516
Cc1ccc(C(=O)n2nc(-c3cccnc3)nc2N)cc1 | 0.9 | 0.9 | 0.9 | -0.21 | 2 | -4 | 10 | -5 | / | -1 | 1622
Cc1ccccc1Cn1ccc(NC(=O)c2cc3ncc(Br)cn3n2)n1 | 0.7 | 0.9 | 0.9 | / | -6 | 0 | 32 | 5 | 0 | 2 | 1455
Cc1ccc(C(=O)Nc2ccn(Cc3ccc(F)cc3)n2)o1 | 0.7 | 0.9 | 0.9 | / | 13 | 3 | 27 | 0 | 3 | -6 | 1594
CC(=O)Nc1ccc(NC(=O)C2CCCN2C(=O)Nc2ccccc2[N+](=O)[O-])cc1 (stereo not given) | 1.1 | 1 | 1 | 0.0027 | 13 | -10 | -6 | -3 | -11 | -9 | 1404
CC(C)(Cc1ccc(O)cc1)NC(=O)CC(=O)N=Nc1c(O)[nH]c2cc(Br)ccc12 | 0.7 | 0.5 | 1 | -0.43 | 1 | 4 | 28 | 0 | -13 | -2 | 1367
COc1ccc(C(=O)NCc2nnc(SCC(=O)N3CCc4ccccc43)o2)cc1OC | 0.9 | 1 | 1 | -0.039 | -2 | -2 | 8 | 10 | / | -6 | 1428
Cn1c(=O)[nH]c(=O)c2c1nc(Br)n2CC(O)COCc1ccccc1 (stereo not given) | 0.9 | 1 | 1 | -0.24 | -4 | 5 | 8 | 8 | -39 | -9 | 1482
CC(=O)NC(=S)c1c(N)n(Cc2ccccc2)c(=O)n(C)c1=O | 0.6 | 1 | 0.9 | -0.023 | -2 | 6 | 42 | 4 | / | -2 | 1819
COc1ccc(S(=O)(=O)N2CCC(C(=O)NCc3ccccn3)CC2)cc1OC | 0.9 | 0.9 | 1.1 | / | -5 | -3 | 12 | -2 | / | -2 | 1347
CNCc1ccccc1Sc1cc(O)ccc1O | 0.7 | 0.8 | 0.6 | / | 58* | 1 | 32 | 9 | -3 | 15 | 1762
CCC(=O)Oc1ccc(C2N(C(=O)CC)CCN2S(=O)(=O)c2ccc(C)cc2)cc1OC (stereo not given) | 0.9 | 0.9 | 1 | 1.6 | 7 | -1 | 7 | -2 | 2 | -5 | 1699
COc1cc(NS(=O)(=O)c2ccc(N/C=C\C(=O)c3ccc(F)cc3)cc2)nc(OC)n1 | 0.8 | 1 | 1 | 1.4 | 9 | -5 | 17 | 0 | 2 | 2 | 1502
C/C(=N\NC(=O)C(=O)Nc1cccc(C(F)(F)F)c1)c1ccc(Cl)s1 | 0.9 | 1 | 1 | / | -2 | -1 | 8 | -1 | / | -3 | 1483
O=c1[nH]n(-c2ccc([N+](=O)[O-])cc2)c(=O)c2ccccc12 | 1 | 1.1 | 0.9 | -0.033 | 11 | -7 | 5 | 4 | -4 | -6 | 1481
CCOC(=O)C1(Cc2ccc(OC)cc2)CCN(C(=O)CC2CCC(=O)N2)CC1 (stereo not given) | 1 | 1.1 | 1.1 | 0.29 | 14 | 12 | -3 | 0 | -15 | 0 | 1477
CCCN1C2CCCC1CC(NC(=O)Nc1cccc(C(C)=O)c1)C2 (stereo not given) | 1 | 0.9 | 1 | / | 4 | -2 | -1 | 4 | 3 | 3 | 1566
Cc1ccc(S(=O)(=O)N2CCN(c3ccc([N+](=O)[O-])c4cccnc34)CC2)cc1 | 0.6 | 0.7 | 0.8 | / | -20 | -3 | 45 | 3 | -1 | 6 | 1671
Cc1cc(NNC(=O)c2ccccc2)nc(NNC(=O)c2ccccc2)n1 | 1 | 0.9 | 0.9 | / | 12 | 2 | 4 | 4 | 3 | 8 | 1611
CCOc1cc(C(N)=O)cc(Br)c1OC | 1.1 | 1.1 | 1 | -0.17 | 6 | -3 | -6 | -1 | / | -8 | 1388
CN(C)CCN(Cc1cc2cc3c(cc2[nH]c1=O)OCO3)C(=S)NCC1CCCO1 (stereo not given) | 0.8 | 0.7 | 0.8 | 0.29 | 19 | 11 | 19 | -1 | -23 | 2 | 1554
CCN(CC)c1ccc(C2Nc3cccc4cccc(c34)N2)c(O)c1 | 0.7 | 1.1 | 0.9 | -0.27 | 18 | 10 | 31 | 18 | / | 0 | 1616
COCCn1c(=NC(=O)c2ccc(S(=O)(=O)N3CCc4ccccc4C3)cc2)sc2cc(S(N)(=O)=O)ccc21 | 0.9 | 1.1 | 1.2 | -0.2 | -4 | 2 | 14 | 4 | -6 | 10 | 1624
COCCNC(=O)Cc1ccc(Br)cc1 | 1.1 | 1.1 | 1.1 | / | 5 | -1 | -12 | 2 | -10 | 2 | 1484
NCCCCC(NC(=O)C1CCCN1C(=O)C1CSSCC(N)C(=O)NC(Cc2ccc(O)cc2)C(=O)NC(Cc2ccccc2)C(=O)NC(CCC(N)=O)C(=O)NC(CC(N)=O)C(=O)N1)C(=O)NCC(N)=O (stereo not given) | 0.9 | 1 | 1 | -0.46 | -7 | -7 | 10 | 1 | 0 | 5 | 1293
O=C(CSc1nnnn1C1CCCC1)N1CCCc2ccccc21 | 0.9 | 1 | 1 | / | 6 | 1 | 6 | 8 | -14 | -4 | 1482

Rows are unselected, and some 3.3% of all compounds hit somewhere here.
